Assay outcomes (PubChem)
OX1R antag-1 – antagonists of human orexin 1 receptor (OX1R); OX1R-expressing cells, FRET antagonist read-out; inhibition, % at 6.6 µM; actives 1.8% (n = 330,000); AID 485270, 2010; in the data active = inhibition mostly above about 38%, no sharp cut-off; inactive = mostly below about 40%;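 also: 0% = agonist challenge alone and 100% = reference antagonist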
Target sequence (O43613 whole entry, looked up): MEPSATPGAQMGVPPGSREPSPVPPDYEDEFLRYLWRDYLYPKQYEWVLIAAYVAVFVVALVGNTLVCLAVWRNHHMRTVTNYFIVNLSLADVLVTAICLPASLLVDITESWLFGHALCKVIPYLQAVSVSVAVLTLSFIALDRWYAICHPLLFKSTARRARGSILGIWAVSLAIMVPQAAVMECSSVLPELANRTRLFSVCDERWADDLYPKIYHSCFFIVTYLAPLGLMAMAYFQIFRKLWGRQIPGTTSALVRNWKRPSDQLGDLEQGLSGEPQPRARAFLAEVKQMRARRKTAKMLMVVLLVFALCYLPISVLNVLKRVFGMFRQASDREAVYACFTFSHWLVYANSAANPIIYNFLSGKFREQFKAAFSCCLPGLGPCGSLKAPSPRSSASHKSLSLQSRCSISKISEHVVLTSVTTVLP
OX1R antag-2 – OX1R (HCRTR1) antagonists, primary screen, fluorescence, CHO/OX1R cells, Fluo-8 calcium, orexin A; AID 434989, 2010; actives 0.43% (n = 330,000); Fluo-8 calcium fluorescence; Orexin/Hypocretin receptor type 1 (Homo sapiens), O43613; inhibition, % at 5 µM;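 active = inhibition above its plate's threshold, mean inhibition of all tested compounds on the plate plus 3 SD, cut at about 37% in these data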;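 also: 0% = orexin A challenge wells and 100% = SB-334867-A antagonist wells; not every result past the cut was called active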
The depositor's hits bear a star.

Results for O=C(COC(=O)C1CC(=O)N(Cc2ccco2)C1)c1ccc(OC(=O)c2ccccc2)cc1 (configuration not stated) ?
OX1R antag-1: 13.5; OX1R antag-2: -42.2

How did COc1ccc(OCc2cc(C(=O)N3CCOCC3)no2)c(Cl)c1 do in these assays?
OX1R antag-1: 10.8; OX1R antag-2: -8.7

What do the screens show for `CCOC(=O)CSc1nnc(CNC(=O)c2ccc(S(=O)(=O)N3CCCC3)cc2)n1C`?
OX1R antag-1: -0.3; OX1R antag-2: -2.8

Results for COc1ccc(NC(=O)CSc2nnc(CNC(=O)c3ccco3)o2)c(OC)c1 ?
OX1R antag-1: 35.3; OX1R antag-2: -19.5

Results for CNS(=O)(=O)c1ccc2nc(NC(=O)c3ccc(N4C(=O)CCC4=O)cc3)sc2c1 ?
OX1R antag-1: 8.6; OX1R antag-2: -16.0

How did C=CCn1c(SCC)nc2sc3c(c2c1=O)CCc1ccccc1-3 do in these assays?
OX1R antag-1: 0.8; OX1R antag-2: -32.9

Results for O=C(c1cc(COc2c(F)cccc2F)on1)N1CCCCCC1 ?
OX1R antag-1: 20.5; OX1R antag-2: -16.8

Results for CC(=O)Nc1ccc(SCC(=O)Nc2ccccc2Oc2ccccc2)cc1 ?
OX1R antag-1: 11.8; OX1R antag-2: -21.7

Results for CC(C)(C)NC(=O)CCC1COc2ccccc2O1 (configuration not stated) ?
OX1R antag-1: 15.6; OX1R antag-2: -1.1

How did COc1ccc(CN2C(=O)C(Cc3ccccc3)Nc3ncnc(N4CCc5ccccc5C4)c32)cc1 (configuration not stated) do in these assays?
OX1R antag-1: 51.5; OX1R antag-2: -5.4

Results for COc1cc(CNCCc2ccccc2)ccc1OCc1ccc(Cl)nc1 ?
OX1R antag-1: 25.5; OX1R antag-2: -22.8

What do the screens show for `CC(=NCCN1CCNCC1)C1=C(O)CC(C)(C)CC1=O`?
OX1R antag-1: 7.0; OX1R antag-2: -2.7

How did Cc1cc(C)c(C#N)c(SCC(=O)NN2CC(=O)N(c3ccccc3F)CC2=O)n1 do in these assays?
OX1R antag-1: 14.4; OX1R antag-2: 1.1

Results for O=C(c1ccccc1)c1ccc(OCCOCCN2CCN(Cc3ccccc3)CC2)cc1 ?
OX1R antag-1: 26.9; OX1R antag-2: -35.3

Results for COc1ccc2[nH]c3c(NCCCN4CCCC4=O)ncnc3c2c1 ?
OX1R antag-1: 3.9; OX1R antag-2: -16.7

What do the screens show for `CC1CCN(S(=O)(=O)c2ccc(NC(=O)C3CCN(C(=O)c4ccco4)CC3)cc2)CC1`?
OX1R antag-1: 23.3; OX1R antag-2: -20.4

Results for NNC(=S)Nc1c(Br)cc(F)cc1Br ?
OX1R antag-1: 5.0; OX1R antag-2: -12.4

Results for COc1ccc(OC)c(C(=O)NC(CC(N)=O)c2ccc(N3CCN(c4ccc(F)cc4)CC3)c([N+](=O)[O-])c2)c1 (configuration not stated) ?
OX1R antag-1: 6.8; OX1R antag-2: -19.1

What do the screens show for `O=C(COC(=O)Cc1ccc(F)cc1)NC1CCCC1`?
OX1R antag-1: 13.9; OX1R antag-2: -18.3

How did CC(C)(C)c1ccc(-c2n[nH]c(=S)n2CCCN2CCOCC2)cc1 do in these assays?
OX1R antag-1: 3.4; OX1R antag-2: -10.9

Results for CCOc1ccc(N(CC)S(=O)(=O)c2c(C)[nH]c(=O)[nH]c2=O)cc1 ?
OX1R antag-1: 4.6; OX1R antag-2: -0.9

How did Cc1nn(C(C)C)c(C)c1[C@@H]1C[C@H]2CN(Cc3cccc(Cl)c3)C(=O)[C@]23CCCN13 do in these assays?
OX1R antag-1: 11.1; OX1R antag-2: -32.5

How did CCCCn1ccnc1C(=O)c1cc(S(=O)(=O)N2CCOCC2)ccc1C do in these assays?
OX1R antag-1: 13.0; OX1R antag-2: -32.7

How did CCc1ccccc1N(CC(=O)N1CCN(c2ccccc2F)CC1)S(C)(=O)=O do in these assays?
OX1R antag-1: 18.8; OX1R antag-2: -18.5

What do the screens show for `CCOC(=O)N1CCN(C(=O)c2cccc(-n3c(=S)[nH]c4cc(Cl)ccc4c3=O)c2)CC1`?
OX1R antag-1: 24.3; OX1R antag-2: -19.6

How did COc1ccc(C(=O)COC(=O)C2CCCN2C(=O)C23CC4CC(CC(C4)C2)C3)cc1 (configuration not stated) do in these assays?
OX1R antag-1: 8.9; OX1R antag-2: -15.4

What do the screens show for `CCc1ccccc1Nc1nc(N)nc(COC(=O)CCC(=O)c2ccc(F)cc2)n1`?
OX1R antag-1: 8.2; OX1R antag-2: -3.8

How did CCN1C(=O)c2ccccc2Sc2ccc(C(=O)O)cc21 do in these assays?
OX1R antag-1: 2.2; OX1R antag-2: -8.9

Results for COc1ccc(CC(=O)Nc2cccc(-c3cn4ccccc4n3)c2)cc1 ?
OX1R antag-1: 23.8; OX1R antag-2: -25.7

Results for COc1ccc(-c2c(-c3cc(OC)cc(OC)c3)n(C)c3ccc(-c4ccc(OC)cc4F)cc23)cc1 ?
OX1R antag-1: 3.9; OX1R antag-2: -5.9

What do the screens show for `O=C(N/N=C/c1ccccc1OC(F)F)C1=COCCO1`?
OX1R antag-1: 11.0; OX1R antag-2: -20.0

What do the screens show for `CN(Cc1ccc(F)cc1)C(=O)COc1ccc2ccccc2c1`?
OX1R antag-1: 22.9; OX1R antag-2: 0.2

Results for Cc1ccc(S(=O)(=O)N2CCN(S(=O)(=O)N(C)C)CC2)cc1 ?
OX1R antag-1: -1.9; OX1R antag-2: -16.3

Results for CCOC(=O)CSC1=C(C#N)C(c2ccc(F)cc2)C(C(C)=O)=C(C)N1 (configuration not stated) ?
OX1R antag-1: 9.6; OX1R antag-2: -26.9

Results for Cc1cc(=O)oc2cc(OC(C)C)ccc12 ?
OX1R antag-1: 1.9; OX1R antag-2: -9.1

What do the screens show for `O=C(CS(=O)(=O)c1ccc(F)cc1)Nc1nccs1`?
OX1R antag-1: 2.2; OX1R antag-2: -13.9

How did Cc1cc(C)c(CN2CCC(N3CCC(C(=O)NCC4CCCO4)CC3)CC2)cc1C (configuration not stated) do in these assays?
OX1R antag-1: 8.0; OX1R antag-2: -15.5

How did CCN(c1ccc(NC(=O)COC(=O)CCc2nc3ccccc3n2-c2ccccc2)cc1)C(C)C do in these assays?
OX1R antag-1: 25.0; OX1R antag-2: -19.2

What do the screens show for `CC1=C(C(=O)OCc2ccc3c(c2)OCO3)C(c2ccccc2)NC(=O)N1` (configuration not stated)?
OX1R antag-1: 7.2; OX1R antag-2: -18.2

How did COc1ccc(CN2CC(C(=O)NCCN3CCOCC3)CC2=O)cc1 (configuration not stated) do in these assays?
OX1R antag-1: 7.6; OX1R antag-2: -9.4

Results for NC1=NC(c2cn[nH]c2-c2cccc(F)c2)n2c(nc3ccccc32)N1 (configuration not stated) ?
OX1R antag-1: 7.6; OX1R antag-2: 2.9

How did CCCc1ccc2c(N)c(C#N)sc2n1 do in these assays?
OX1R antag-1: 5.0; OX1R antag-2: -3.0

Results for O=C(CN1CCN(CN2C(=O)NC3(CCCCCC3)C2=O)CC1)Nc1cccc(F)c1 ?
OX1R antag-1: 2.1; OX1R antag-2: 1.5

How did CC(C)(C)c1ccc(OC(=O)c2ccccc2)cc1 do in these assays?
OX1R antag-1: 5.1; OX1R antag-2: 0.4

What do the screens show for `O=C(COc1ccc2ccccc2c1Br)N1CCCCC1`?
OX1R antag-1: 22.6; OX1R antag-2: -21.2

What do the screens show for `COc1ccc(C(=O)N2CCC(C(=O)Nc3ccccc3OC)CC2)cc1`?
OX1R antag-1: 6.3; OX1R antag-2: -3.0

What do the screens show for `C=CCNC(=O)CN(Cc1ccccc1)S(=O)(=O)c1ccccc1`?
OX1R antag-1: 12.5; OX1R antag-2: -20.0

How did CC(C)(C)Cc1nc(-c2ccc(Cl)cc2)no1 do in these assays?
OX1R antag-1: 1.2; OX1R antag-2: 2.3

What do the screens show for `COc1cc(O)c(C(CC(=O)N2CCCC2)c2ccc(N(C)C)cc2)c(OC)c1` (configuration not stated)?
OX1R antag-1: 20.1; OX1R antag-2: -7.5

What do the screens show for `CCC(CC)COC(=O)C(C#N)c1nc2ccccc2nc1N1CCOCC1` (configuration not stated)?
OX1R antag-1: 14.4; OX1R antag-2: -46.9

What do the screens show for `Cc1cccc(C)c1NC(=O)NC1(C(=O)NCC2CCCO2)CCCCC1` (configuration not stated)?
OX1R antag-1: 15.5; OX1R antag-2: -22.2

What do the screens show for `C=CCOc1c(CNc2nccs2)cccc1OCC`?
OX1R antag-1: 14.1; OX1R antag-2: -23.9

How did CC1=C(C(=O)OCc2ccccc2)C(c2ccccc2-c2ccccc2)NC(=O)N1CCCCCC(=O)O (configuration not stated) do in these assays?
OX1R antag-1: 5.0; OX1R antag-2: -27.8

What do the screens show for `CCn1c(=O)n(CC(=O)NCC2CCCO2)c(=O)c2c3c(sc21)COC(C)(C)C3` (configuration not stated)?
OX1R antag-1: 14.7; OX1R antag-2: -17.4

How did Cc1ccc(C(=O)N2CCCCC2C(=O)O)cc1S(=O)(=O)N1CCCCC1 (configuration not stated) do in these assays?
OX1R antag-1: 3.3; OX1R antag-2: -15.8

How did CC(C)CC(OC(=O)c1cccs1)C(=O)NCC1CCCO1 (configuration not stated) do in these assays?
OX1R antag-1: 9.3; OX1R antag-2: -14.7

Results for Cc1ccc(C(=O)N2CCN(c3cc4c(cc3[N+](=O)[O-])n(C)c(=O)n4C)CC2)cc1 ?
OX1R antag-1: 41.1; OX1R antag-2: -20.2

How did COc1ccc(S(=O)(=O)N2CCOCC2)cc1Cl do in these assays?
OX1R antag-1: 4.1; OX1R antag-2: 1.3

Results for CCOC(=O)CSc1nnc(-c2ccc3ncccc3c2)n1C ?
OX1R antag-1: 16.1; OX1R antag-2: -21.2

Results for O=C(NC1CCCC1)c1cccc(S(=O)(=O)Nc2ccccc2F)c1 ?
OX1R antag-1: 9.1; OX1R antag-2: -9.8

How did COc1ccc(C(c2nnnn2Cc2ccccc2)N2CCN(C(=O)c3ccco3)CC2)cc1 (configuration not stated) do in these assays?
OX1R antag-1: 16.2; OX1R antag-2: -20.7

How did CN(C(=O)COC(=O)c1ccc(Cl)cc1N)C1CCCCC1 do in these assays?
OX1R antag-1: 23.4; OX1R antag-2: -25.9

What do the screens show for `COc1cc(C(=O)Nc2ccc3nc(N4CCOCC4)sc3c2)cc(OC)c1OC`?
OX1R antag-1: 4.5; OX1R antag-2: -5.6

Results for COc1ccc(CCNC(=O)C2CCN(S(=O)(=O)c3cccc4nsnc34)CC2)cc1OC ?
OX1R antag-1: 68.2; OX1R antag-2: -12.9

Results for CC(=O)N1CCN(C(=O)c2ccc(S(=O)(=O)Nc3cccc(C(F)(F)F)c3)cc2)CC1 ?
OX1R antag-1: 15.7; OX1R antag-2: -19.6

What do the screens show for `Cc1ccccc1-n1c(-c2ccc(Br)o2)n[nH]c1=S`?
OX1R antag-1: 2.7; OX1R antag-2: -8.6

What do the screens show for `Cc1cc(C)nc(NC(=O)Nc2ccc3c(c2)OCO3)c1`?
OX1R antag-1: 22.7; OX1R antag-2: 3.6

What do the screens show for `COc1cc(/C=N/NC(=O)c2cccnc2)cc(Br)c1O`?
OX1R antag-1: 20.0; OX1R antag-2: -3.5

Results for Cc1ccc(C(=O)O/N=C(\N)c2nonc2N)cc1 ?
OX1R antag-1: 8.0; OX1R antag-2: 7.7

Results for COc1cc2ncnc(NCc3ccc(F)cc3)c2cc1OC ?
OX1R antag-1: 11.7; OX1R antag-2: -8.7

How did COc1ccc(/C=c2\sc3nc(-c4ccccc4)c(-c4ccccc4)n3c2=O)cc1OC do in these assays?
OX1R antag-1: 39.0; OX1R antag-2: -17.9

Results for CCCc1nnc(NS(=O)(=O)c2ccccc2)s1 ?
OX1R antag-1: 1.4; OX1R antag-2: -14.3

Results for CC(=O)c1ccc(S(=O)(=O)N2CCN(S(=O)(=O)c3ccccc3C(F)(F)F)CC2)cc1 ?
OX1R antag-1: 6.8; OX1R antag-2: -15.3

How did COc1cc(/C=N/NC(=O)CC#N)cc(Br)c1O do in these assays?
OX1R antag-1: 19.1; OX1R antag-2: -12.1

How did Clc1cccc(Cl)c1Cn1cc(Br)cn1 do in these assays?
OX1R antag-1: 16.6; OX1R antag-2: -12.7

Results for Cc1nc2sc(C(c3ccccc3)N3CCN(C)CC3)c(O)n2n1 (configuration not stated) ?
OX1R antag-1: 9.4; OX1R antag-2: -7.9

What do the screens show for `O=C(CN1CCN(S(=O)(=O)c2ccc(Cl)cc2)CC1)c1ccc(O)c(O)c1`?
OX1R antag-1: -1.8; OX1R antag-2: 9.9

What do the screens show for `C[C@H](NC(=O)c1ccco1)C(=O)Nc1ccc(S(=O)(=O)N2CCCC2)cc1`?
OX1R antag-1: 28.9; OX1R antag-2: -20.4

How did CCN(C[C@H]1N[C@@](CC)(C(=O)OC)[C@H]2C(=O)N(C)C(=O)[C@@H]12)C(=O)C1CCCCC1 do in these assays?
OX1R antag-1: 5.5; OX1R antag-2: 4.8

Among those listed so far, these contain a furan ring, fused or not:
Results for O=C(COC(=O)C1CC(=O)N(Cc2ccco2)C1)c1ccc(OC(=O)c2ccccc2)cc1 (configuration not stated) ?
OX1R antag-1: 13.5; OX1R antag-2: -42.2

Results for COc1ccc(NC(=O)CSc2nnc(CNC(=O)c3ccco3)o2)c(OC)c1 ?
OX1R antag-1: 35.3; OX1R antag-2: -19.5

What do the screens show for `CC1CCN(S(=O)(=O)c2ccc(NC(=O)C3CCN(C(=O)c4ccco4)CC3)cc2)CC1`?
OX1R antag-1: 23.3; OX1R antag-2: -20.4

How did COc1ccc(C(c2nnnn2Cc2ccccc2)N2CCN(C(=O)c3ccco3)CC2)cc1 (configuration not stated) do in these assays?
OX1R antag-1: 16.2; OX1R antag-2: -20.7

What do the screens show for `Cc1ccccc1-n1c(-c2ccc(Br)o2)n[nH]c1=S`?
OX1R antag-1: 2.7; OX1R antag-2: -8.6

What do the screens show for `C[C@H](NC(=O)c1ccco1)C(=O)Nc1ccc(S(=O)(=O)N2CCCC2)cc1`?
OX1R antag-1: 28.9; OX1R antag-2: -20.4
